# ZTA counter: blocks Epstein-Barr virus ZTA, an EBNA-1 counter-screen. ZTA-DNA binding, fluorescence polarization. P03206. inhibition, % at 11 µM. 320,000 tested, 0.15% active. AID 2234; in the data active = inhibition above about 33%
# PAFAH1B3 inh: blocks human PAF acetylhydrolase 1B catalytic subunit 3; 340,000 tested, 0.28% active; recombinant PAFAH1B3, FP-rhodamine probe, fluorescence polarization; inhibition, % at 3.39 µM; Q15102;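 active = inhibition above the screen-wide average of all tested compounds plus 3 SD, cut at about 25% in these data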;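 also: 0% = enzyme with DMSO only and 100% = wells lacking PAFAH1B3 protein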
# Target sequence (Q15102 whole entry, looked up): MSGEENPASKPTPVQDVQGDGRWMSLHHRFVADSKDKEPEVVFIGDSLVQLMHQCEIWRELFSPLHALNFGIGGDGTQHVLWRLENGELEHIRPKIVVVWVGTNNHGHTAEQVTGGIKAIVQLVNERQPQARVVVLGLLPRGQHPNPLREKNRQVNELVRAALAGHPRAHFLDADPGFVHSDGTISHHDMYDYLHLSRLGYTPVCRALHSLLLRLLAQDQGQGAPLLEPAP
# LYPLA1 counter: LYPLA1 (human) inhibition in PME1 counter-screen; O75608; recombinant LYPLA1, FP-Rh probe fluorescence polarization; inhibition, % at 5.9 µM; 320,000 tested, 0.16% active;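 active = inhibition above the mean of all tested compounds plus 3 SD, set per campaign, cut at about 14% in these data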;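 also: inhibitors block serine hydrolase probe labeling of LYPLA1 so polarization falls; 0% = enzyme with DMSO and 100% = wells lacking LYPLA1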
# Target sequence (O75608 whole entry, looked up): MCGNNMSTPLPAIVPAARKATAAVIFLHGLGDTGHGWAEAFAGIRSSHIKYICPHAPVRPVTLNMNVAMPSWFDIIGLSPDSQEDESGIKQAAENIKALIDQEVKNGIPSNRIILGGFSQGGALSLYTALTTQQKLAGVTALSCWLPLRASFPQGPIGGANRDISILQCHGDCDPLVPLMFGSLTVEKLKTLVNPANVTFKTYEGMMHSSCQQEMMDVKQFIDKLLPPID
# EBNA-1 inh: blocks EBNA-1 binding to DNA. 300,000 tested, 0.34% active. EBNA-1 DNA binding, fluorescence polarization. AID 1950. inhibition, % at 14.8 µM; in the data active = inhibition above about 28%
# PAFAH2 inh: inhibitors of human PAFAH2 | AID 492956 | recombinant PAFAH2, FP-rhodamine activity probe, fluorescence polarization | 340,000 tested, 0.99% active | Q99487 | inhibition, % at 3.39 µM;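 active = inhibition above the mean over all tested compounds plus 3 SD, cut at about 30% in these data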;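 also: inhibitors block probe labeling of enzyme so polarization drops; 0% = enzyme with DMSO and 100% = wells lacking PAFAH2 protein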
# PAD4 FP inh: PAD4 (human) enzyme inhibition; recombinant PAD4, RCA probe fluorescence polarization; inhibition, % at 6.36 µM; 330,000 tested, 0.41% active; AID 485272;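 active = percent inhibition above a cutoff equal to the mean of all tested compounds plus 3 SD, cut at about 15% in these data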;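 also: 0% = PAD4 with RCA probe and DMSO and 100% = probe without PAD4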
# PREPL inhibitor: inhibitors of human prolyl oligopeptidase-like enzyme PREPL; recombinant PREPL, fluorescence polarization activity-based probe; Q4J6C6; 320,000 tested, 0.68% active; inhibition, % at 5.96 µM; in the data active = inhibition above about 43%;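 also: 0% = enzyme with DMSO and 100% = wells lacking enzyme; many of its hits are not listed in these tables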
# GSTO1 inh: GSTO1 inhibition, counter-screen for RBBP9 inhibitors. P78417. recombinant GSTO1, activity-based probe fluorescence polarization. inhibition, % at 5.96 µM. 300,000 tested, 1.1% active. AID 1974;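 active = inhibition above the campaign mean inhibition plus 3 SD, cut at about 35% in these data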;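 also: 0% = GSTO1-1 with DMSO and 100% = wells lacking GSTO1-1 enzyme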
# Target sequence (P78417 whole entry, looked up): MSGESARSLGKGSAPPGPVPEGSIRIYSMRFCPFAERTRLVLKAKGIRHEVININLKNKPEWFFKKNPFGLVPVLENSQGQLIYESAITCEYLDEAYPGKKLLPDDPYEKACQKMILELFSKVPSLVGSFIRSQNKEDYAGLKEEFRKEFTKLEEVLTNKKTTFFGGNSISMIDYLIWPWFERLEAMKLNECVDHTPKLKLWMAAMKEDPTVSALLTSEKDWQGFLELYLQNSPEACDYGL
# LYPLA2 inh: counter-screen for PME1 inhibitors: inhibitors of human LYPLA2; O95372; recombinant LYPLA2, FP-Rh probe fluorescence polarization; inhibition, % at 5.9 µM; 320,000 tested, 0.38% active; AID 2177;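 active = inhibition above the screen-wide mean plus 3 SD, limit set per campaign, cut at about 26% in these data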;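 also: 0% = LYPLA2 with DMSO and 100% = wells lacking LYPLA2 enzyme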
# Target sequence (O95372 whole entry, looked up): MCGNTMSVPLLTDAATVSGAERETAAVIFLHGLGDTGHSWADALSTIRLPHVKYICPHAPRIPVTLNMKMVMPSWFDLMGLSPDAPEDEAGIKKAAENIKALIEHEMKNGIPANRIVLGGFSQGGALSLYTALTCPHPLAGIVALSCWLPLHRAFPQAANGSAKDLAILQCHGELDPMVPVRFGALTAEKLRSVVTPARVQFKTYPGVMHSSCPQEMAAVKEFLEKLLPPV
# Starred values were filed as active, the others as inactive; . = no result given. An excerpt, so the mix of outcomes need not match the whole.
SMILES,ZTA counter,PAFAH1B3 inh,LYPLA1 counter,EBNA-1 inh,PAFAH2 inh,PAD4 FP inh,PREPL inhibitor,GSTO1 inh,LYPLA2 inh
CCN1CCCC1CNC(=O)c1ccc2c(c1)N(Cc1cccc(Cl)c1)C(=O)c1ccccc1S2(=O)=O (stereo not drawn),-4.6,7.8,-9.3,-14.6,-6.1,-4.8,5.4,-7.9,-4.3
O=C(CCNC(=O)c1ccco1)Nc1ccc(Cl)cc1,-8.6,5.5,-1.2,-2.0,-4.0,-1.4,-0.1,-1.3,-7.1
Cc1ccccc1S(=O)(=O)Cc1ccc(C(=O)NCCN2CCCCC2C)o1 (stereo not drawn),-7.7,0.8,-5.5,-1.8,-5.5,-0.8,-6.0,-4.1,3.4
Cc1cccn2c(=O)c3cc(S(=O)(=O)c4ccc(F)cc4)c(=N)n(Cc4ccco4)c3nc12,0.0,-3.4,-7.5,4.3,18.6,-0.7,7.8,-3.5,-2.6
CCCCN1CC2=C(C1=O)C(c1ccc(O)cc1)NC(=O)N2C (stereo not drawn),10.3,-1.2,0.9,0.8,1.1,-2.3,7.2,7.7,-1.9
CCOC(=O)c1c(NC(C)=O)sc2c(O)c(Br)ccc12,-4.6,5.6,5.2,-2.5,0.6,-1.0,15.3,15.3,-2.9
COc1ccc(OC)c(NC(=O)Cn2c(CCC(=O)O)ccc2-c2ccccc2)c1,-6.0,13.4,-0.2,9.4,-0.5,0.7,6.8,0.0,-0.7
COC(=O)C1CSc2[nH]c(=O)sc2C1c1ccccc1 (stereo not drawn),-14.8,3.1,1.1,-1.8,10.7,3.9,2.5,4.2,0.4
O=C(NCCc1c[nH]c2ccccc12)C(=O)NCC1OCCCN1S(=O)(=O)c1cccs1 (stereo not drawn),-0.5,6.4,1.8,15.0,0.5,3.3,5.0,4.1,2.8
COc1ccc(C=O)cc1Oc1nc(Cl)ncc1F,9.4,3.5,-0.9,1.2,-2.9,3.8,-3.9,-1.4,-3.5
Cc1ccc(S(=O)(=O)CCN2CCN(c3ccccn3)CC2)cc1,-5.9,-7.3,-0.5,1.1,-2.3,4.3,1.8,-0.2,-1.9
Cc1cccc(C(=O)OCc2cc(=O)oc3c(C)c(C)ccc23)c1O,-17.0,3.3,-5.5,-10.4,2.2,0.9,2.3,4.2,-5.1
N#CCc1nc(CSc2nc3ccccc3s2)cs1,-2.6,6.2,-3.9,0.2,8.9,-9.4,9.7,-13.0,-1.2
CC12CC(NC(=O)N1c1cccc(C(=O)NCc3ccccc3)c1)c1ccccc1O2 (stereo not drawn),4.4,.,-5.4,-2.1,.,-4.0,-16.6,-2.7,-14.8
Cc1cccc(CS(=O)(=O)Cc2ccc(C(=O)NC(C)c3ccccc3)o2)c1 (stereo not drawn),1.5,1.8,-0.3,-5.0,5.0,1.8,-4.6,0.0,2.5

# Profiles as entered above.
# Record of Cc1cccn2c(=O)c3cc(S(=O)(=O)c4ccc(F)cc4)c(=N)n(Cc4ccco4)c3nc12 : ZTA counter: 0.0; PAFAH1B3 inh: -3.4; LYPLA1 counter: -7.5; EBNA-1 inh: 4.3; PAFAH2 inh: 18.6; PAD4 FP inh: -0.7; PREPL inhibitor: 7.8; GSTO1 inh: -3.5; LYPLA2 inh: -2.6
# Record of O=C(NCCc1c[nH]c2ccccc12)C(=O)NCC1OCCCN1S(=O)(=O)c1cccs1 (stereo not drawn) : ZTA counter: -0.5; PAFAH1B3 inh: 6.4; LYPLA1 counter: 1.8; EBNA-1 inh: 15.0; PAFAH2 inh: 0.5; PAD4 FP inh: 3.3; PREPL inhibitor: 5.0; GSTO1 inh: 4.1; LYPLA2 inh: 2.8

# Other results.
SMILES,ZTA counter,PAFAH1B3 inh,LYPLA1 counter,EBNA-1 inh,PAFAH2 inh,PAD4 FP inh,PREPL inhibitor,GSTO1 inh,LYPLA2 inh
O=[N+]([O-])c1ccc(N/N=C/c2cn(Cc3ccc(F)cc3)c3ccccc23)nc1,1.3,12.3,-2.7,2.8,-3.1,0.8,15.6,4.3,2.1
CN(C)S(=O)(=O)c1ccc(C(=O)Nc2nc(-c3cc4ccccc4o3)cs2)cc1,0.2,1.2,1.4,-11.4,-0.4,-2.6,-14.2,0.5,0.7
c1ccc(CCNc2nc3ccccc3s2)cc1,-13.6,-7.9,-3.0,-3.9,-2.5,1.1,8.7,10.8,4.3
Cc1ccc(S(=O)(=O)N2CCOCC2)cc1C(=O)Nc1ccccc1F,9.0,19.2,-2.3,-11.3,-1.6,1.1,-1.2,-4.3,-1.5
O=C(CSc1ccc(-c2ccc(F)cc2)nn1)Nc1ccc2c(c1)OCCO2,-2.5,-2.7,-4.4,-2.0,-8.4,-2.9,8.2,-0.8,-3.4
COc1ccc(NC(=O)Cc2ccsc2)cc1S(=O)(=O)N1CCOCC1,0.3,8.2,-0.6,.,2.0,2.6,6.5,.,0.6
O=[N+]([O-])c1cccc(/C([O-])=C(/C(=S)Nc2ccccc2F)[n+]2ccccc2)c1,-18.0,1.6,-3.4,3.1,-4.9,-8.1,20.4,5.3,-2.1
CCN1C(=O)[C@H]2[C@@H](c3ccc(OC)cc3)N3C(=O)CN(CCOC)C(=O)[C@@]3(Cc3ccccc3)[C@H]2C1=O,4.0,2.3,-0.2,-1.0,6.2,0.2,0.2,2.4,4.7
CC(C)CCN1CCN(Cc2ccc(C(F)(F)F)cc2)CC1CCO (stereo not drawn),4.3,5.3,0.1,-3.0,1.0,4.6,19.0,4.1,7.7
CC(NC(=O)c1ccccc1OC(F)F)c1ccc(-n2ccnc2)cc1 (stereo not drawn),2.7,7.4,-0.4,0.8,-5.8,2.2,-0.1,3.6,-0.4
CC(N=c1ccccn1C(=O)Nc1ccc(Cl)cc1)c1ccco1 (stereo not drawn),-9.1,.,1.8,6.6,.,2.7,27.1,12.7,1.9
COc1ccc(CCNC(=O)CSc2nc3[nH]ncc3c(=O)n2-c2ccccc2OC)cc1OC,-8.7,12.8,-1.3,5.2,-3.1,-2.6,3.5,1.6,-0.1
Cn1c(=O)oc2cc(S(=O)(=O)NCCN3CCCCCC3)ccc21,-6.6,5.0,0.2,-0.6,-1.4,0.4,17.4,6.0,7.6
O=C(Cc1ccccc1)NCC(=O)N/N=C/c1ccc(Cl)cc1,5.6,0.0,-1.6,-7.8,2.8,-2.8,13.2,3.8,0.5
COc1ccc(OC)c(C2C(C(C)=O)=C(O)C(=O)N2c2ccc(O)cc2)c1 (stereo not drawn),-19.4,3.7,-0.8,-13.0,5.0,-11.6,16.1,0.7,-1.4
CCOc1ccc(S(=O)(=O)NCc2ccc3c(c2)OCO3)cc1NC(C)=O,-15.6,-1.5,-2.2,5.0,1.2,-0.2,-2.5,-3.5,5.9
O=S(=O)(c1ccccc1C(F)(F)F)N1CCOCC1,-2.8,7.3,0.8,0.1,2.3,-0.4,8.5,5.1,1.6
O=C(/C=C/c1ccco1)NCc1ccco1,5.3,.,1.4,-6.7,.,-1.1,-1.8,2.4,-2.4
C[C@H](NS(=O)(=O)c1c(Cl)cccc1Cl)C(=O)NNC(=O)COc1ccccc1F,.,4.3,.,.,-2.1,-3.6,4.9,.,.
O=C(CN1CCN(c2ccccc2O)CC1)NC(c1ccccc1)c1ccccc1,-7.4,-0.1,-5.2,-3.0,-6.0,-2.3,32.1,0.0,-0.1
Cc1ccc(C)c(/C=N/NC(=S)NCCc2ccccc2)c1,-3.3,-0.8,-6.9,4.6,-15.3,5.5,19.5,-4.9,-15.7
CCOC(=O)Cc1csc(NC(=O)Nc2ccc(F)cc2)n1,3.3,8.4,2.2,8.7,-2.8,2.4,-0.4,-2.2,12.8
O=C(CCc1ccccc1)NC(=S)NCc1ccco1,-8.8,1.6,-4.0,-10.4,8.3,1.1,-0.5,-6.0,-4.4
Cc1ccc(SCC(=O)OC(C)C(=O)Nc2ccc(S(N)(=O)=O)cc2)cc1C (stereo not drawn),-6.4,2.5,-2.7,3.7,2.4,-3.6,-7.2,8.0,0.6
CC(C)(C)c1nc2c(Br)cc(Br)cc2c(=O)o1,-10.5,13.7,4.2,-8.3,3.9,-7.5,10.3,1.9,4.2
COC(=O)c1ccc2c(=O)n3c(nc2c1)SCC(c1ccccc1)=N3,-1.2,8.8,-1.9,-11.6,0.1,5.3,1.0,4.2,-1.8
CCOP(=O)(OCC)c1nc(/C=C/c2ccccc2)oc1NCc1ccc(OC)cc1,-7.3,-1.1,-1.5,-2.5,0.2,1.7,12.3,5.7,5.2
CN(C)C1=NCCN1CCC1CCCCC1,-1.7,-4.9,5.1,-14.8,1.1,-2.0,12.5,1.5,-4.2
COc1ccc2[nH]c3c(c2c1)[C@@H]1CCN2C(=O)CCC[C@H](C3)[C@H]12,4.4,10.5,-3.7,15.2,6.3,6.7,6.3,7.4,0.8
COc1ccc(OCC(=O)N2CCN(c3nnc(-c4ccccc4)c4ccccc34)CC2)cc1,-7.7,5.8,4.1,3.3,7.6,-2.2,10.2,4.7,10.8
CN(C)c1ncnc2c1ncn2C1OC(CO)C(O)C1O (stereo not drawn),17.3,-0.2,-0.3,1.4,-0.6,-1.6,-2.1,0.7,-6.7
O=C(Nc1cccc(O)c1)c1cc(-c2ccccc2Cl)on1,2.8,4.6,-18.6,-2.6,0.5,-2.9,-0.4,-12.6,-17.2
CCCC(C)NC(=O)c1ccc(F)cc1 (stereo not drawn),-2.5,0.5,-7.6,1.9,-10.0,-1.2,2.6,3.9,-9.3
Cc1ccc(NC(=S)NNC(=O)c2ccc(N3CCOCC3)c([N+](=O)[O-])c2)cc1Cl,7.2,1.9,-4.1,8.7,6.7,-5.1,23.9,3.8,-3.3
Cc1ccc(C)c(N(CC(=O)Nc2cc(Cl)ccc2Oc2ccccc2)S(C)(=O)=O)c1,-5.5,-6.6,-5.5,4.7,-5.3,0.9,0.0,-11.0,-6.0
O=c1nc(-c2ccccc2)c2cc(SC(F)F)ccc2[nH]1,-3.7,4.0,0.4,-2.4,4.5,0.5,25.0,-5.1,5.1
Cc1nnc(NC(=O)C2c3ccccc3Oc3ccccc32)s1,3.3,6.8,2.3,5.8,2.5,-5.1,0.2,-2.7,8.7
C/C(=N\NC(=S)NC(C)C)c1ccc2c(c1)OCCO2,-4.2,-0.8,-1.3,4.1,-0.6,-1.2,-0.7,-1.3,-0.7
O=C(NNS(=O)(=O)c1ccccc1[N+](=O)[O-])c1cccc([N+](=O)[O-])c1,-6.1,1.5,0.6,-4.2,3.0,-7.1,-5.8,-1.4,-10.8
CCCCn1c(CNC(=O)c2cccs2)nc2ccccc21,-14.1,2.0,1.6,2.3,2.6,-3.7,-7.2,1.8,8.5
O=C(/C=C/c1ccc2c(c1)OCO2)NCCS(=O)(=O)N1CCN(c2ccc(F)cc2)CC1,3.3,0.6,4.8,14.9,2.2,2.1,1.1,-5.6,8.2
CCOC(=O)C1=C(C)N=c2s/c(=C\c3ccc(OCC(=O)O)cc3)c(=O)n2C1c1ccccc1OC (stereo not drawn),9.2,-7.0,-9.0,-9.5,11.7,4.7,2.9,-7.3,-12.0
NS(=O)(=O)c1ccc(CCNC(=O)Cc2cccs2)cc1,-22.0,8.6,1.3,6.0,-10.8,-0.8,-6.5,10.0,2.4
O=C(CCn1nc(-c2ccc(Cl)cc2)c2ccccc2c1=O)Nc1cccnc1,12.5,5.6,0.3,1.2,-2.7,-2.6,-44.2,-7.1,1.1
COc1ccc(-c2nc(SCC(=O)N3CCOCC3)n[nH]2)cc1,-9.7,10.8,1.3,0.1,1.9,0.9,17.0,3.9,1.0
COc1ccc(C(CNC(=O)COc2cccc(C)c2)N2CCCC2)cc1 (stereo not drawn),-13.0,6.1,1.1,.,2.9,-2.4,16.6,.,-1.2
OC(c1ccccc1)C1CN(Cc2ccccc2)CCC1(O)c1ccccc1 (stereo not drawn),-6.5,14.0,2.3,-8.2,-3.8,-2.7,-10.6,-3.1,6.9
N#CCCN1CCN(S(=O)(=O)c2ccc(S(=O)(=O)N3CCOCC3)cc2)CC1,7.3,2.9,0.1,-7.0,2.6,-1.4,-1.2,-3.0,4.1

# Source: PubChem (The Scripps Research Institute Molecular Screening Center)
